Compound activity from PubChem.
TAG inh: reduces triacylglycerol accumulation in H9c2 cells. hit rate 0.66% among 230,000. AID 651582. inhibition, % at 12.5 µM. Nile Red lipid (TAG) fluorescence; cells loaded with 200 µM oleic acid;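 active = pattern-corrected inhibition of lipid staining of at least 50% with the nuclear-stain viability signal not falling by more than 50%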;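 also: 0% = DMSO wells and 100% = triacsin C control wells; some results filed as inactive read as strong as hits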
TAG inh DAPI viability: also measured in TAG inh; calls as there; DAPI nuclei signal change (viability), lower = more cytotoxic, %;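 whole-well DAPI fluorescence read on a plate reader as a viability signal; minus 50 percent equals half of cells still viable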
Active calls of the source: *. Not all compounds are listed (hit frequency here may not be typical).

SMILES	TAG inh	TAG inh DAPI viability
COc1cc(OC)c(C2=Nc3ccc(Br)cc3C(c3ccccc3)N2CC(=O)NN)cc1OC (stereo not drawn)	-14	22
CC(Sc1nnc2ccccn12)C(=O)Nc1ccc(N2CCOCC2)cc1 (stereo not drawn)	3	-13
CCCCNC(=O)C1(C)CCCCN1C(=O)c1ccc(F)c(C)c1 (stereo not drawn)	-5	-3
Cc1ccc(S(=O)(=O)N(C)C)cc1NC(=O)COC(=O)COc1ccc2c(c1)CCC2	6	-5
Cc1ccc(S(=O)(=O)CC(=O)c2ccccc2[N+](=O)[O-])cc1	-4	-7
O=C(NCc1ccon1)C1CCC(=O)N(CCc2cccc(F)c2)C1 (stereo not drawn)	-11	3
O=C1CC(N2CCN(c3ccccc3Cl)CC2)C(=O)N1c1ccccc1 (stereo not drawn)	3	5
CCCCN(C(=O)COC(=O)c1sccc1C)c1c(N)n(CCC)c(=O)[nH]c1=O	-9	-7
c1ccc(-n2nc3ccccc3n2)cc1	11	-5
Cc1nc(SCC(=O)N2CCCCCC2)c2c(=O)n(C)c(=O)n(CC(C)C)c2n1	-4	7
CC1=NN(C(=O)c2ccccc2)C(O)(c2ccc(Br)cc2)C1 (stereo not drawn)	3	-11
CS(=O)(=O)N1CCc2cc(C(=O)OCC(=O)c3ccccc3)ccc21	-5	1
Cc1cccc(N2C(=O)C(O)=C(C(=O)c3cccs3)C2c2ccc(C(C)C)cc2)n1 (stereo not drawn)	11	-8
CN1CCN(S(=O)(=O)Cc2ccc(Cl)cc2)CC1	-1	-4
CSc1nc(-c2ccc(N(C)C)cc2)c(C#N)c(=O)n1C	-7	4
COc1ccc(-c2nnc(SCC(=O)Oc3ccc(C)cc3)o2)cc1	-16	8
NC(=O)CCn1nc(-c2ccccc2)c2ccccc2c1=O	-9	5
C=CCn1c(Cc2cccs2)nnc1SCC(=O)NCc1ccco1	15	-4
CC(C)(C)n1nc2c(c1NC(=O)c1cc3ccccc3o1)CS(=O)(=O)C2	11	9
CCOC(=O)N1CCN(c2c(NCCCN(CC)CC)c(=O)c2=O)CC1	12	-6
Cc1cc(C)c(C)c(S(=O)(=O)N2CCC(C(=O)N3CCCC3)CC2)c1C	-10	2
COc1cccc([C@@H]2CC=C(C(=O)O)[C@H](c3ccc(Br)cc3)N2S(=O)(=O)c2ccc(C)cc2)c1	2	-6
O=C(NCc1ccc2c(c1)OCO2)C(c1ccco1)N(C(=O)c1csnn1)c1ccccc1 (stereo not drawn)	-3	-14
COc1ccccc1Cn1c(=O)[nH]c2cccnc21	13	-4
C=CCn1c(SCC(=O)c2ccc(CNC(C)=O)o2)nc2scc(C3CC3)c2c1=O	9	-11
More structures:
SMILES	TAG inh	TAG inh DAPI viability
Cc1ccc(-c2nc3cnccn3c2Nc2ccc3c(c2)OCCO3)o1	-13	-4
CCc1cc(/C(Cc2csc(C)n2)=N/O)c(O)cc1O	-10	-3
Cc1cc(C)c(OCC(=O)Nc2nnc(-c3ccco3)o2)c(C)c1	-4	2
O=c1c2ccccc2nc2n1C(CSc1ccccc1)CS2 (stereo not drawn)	9	5
Cc1ccc(C(=O)OC(C)C(=O)NCc2ccc3c(c2)OCO3)cc1S(=O)(=O)N1CCOCC1 (stereo not drawn)	-4	6
O=C(Nc1ccccc1N1CCOCC1)C1(c2ccc(Cl)cc2)CCC1	-11	6
COCc1ccc(CN2CCC(n3nccc3NC(=O)c3ccc4c(c3)OCO4)CC2)o1	1	-1
CCOC(=O)C1(Cc2ccccc2C)CCCN(Cc2ccc(NC(C)=O)cc2)C1 (stereo not drawn)	-4	-7
Cn1cc(S(=O)(=O)Nc2ccc(F)c(Cl)c2)c(=O)n(C)c1=O	1	-7
Cc1ccc(S(=O)(=O)N(C)c2ccccc2C(=O)Nc2ccc3c(c2)OCCO3)cc1	11	-8
CC1CCN(S(=O)(=O)c2cccc(C(=O)NCC3CCCO3)c2)CC1 (stereo not drawn)	-24	3
CS(=O)(=O)CCC(C(=O)n1nnc2ccccc21)N1C(=O)c2ccccc2C1=O (stereo not drawn)	0	-4
CC(Oc1ccccc1)C(=O)NC1CCN(Cc2ccccc2)CC1 (stereo not drawn)	16	8
O=C(CSc1nc2ccsc2c(=O)n1CC1CCC(C(=O)O)CC1)c1ccc(F)cc1 (stereo not drawn)	10	-12
CN1CC(=O)N(CC(=O)Nc2ccc(SC(F)F)cc2)C1=O	-3	2
Cc1cccc(OCC(=O)NNC(=O)c2ccc3nc[nH]c3c2)c1	-6	1
Cc1ccc2c(C(=O)CN3CCN(c4ccccc4)CC3)c(C)[nH]c2c1	-16	1
Cc1cccc(C)c1NC(=S)/N=C/N(C)C	18	-5
COc1ccccc1NS(=O)(=O)c1cccc(NC(=O)CCNC(=O)c2ccccc2OC)c1	5	-6
Cc1ccc(NC(=O)C2(C)CCN2C(=O)c2ccccc2CCc2ccccc2)cc1C (stereo not drawn)	40	-3
Cc1ccc(C)c(NC(=O)c2ccccc2Sc2ccc([N+](=O)[O-])cc2Cl)c1	12	-5
COc1ccc(CCNCC2C(Oc3ccc(Cl)cc3)C(=O)N2c2ccccc2C)cc1OC (stereo not drawn)	-14	4
O=C(CN1CCN(S(=O)(=O)c2ccc(F)cc2)CC1)Nc1ccc2c(c1)OCCO2	-28	12
COc1ccc(NC(=O)c2cn(-c3ccccc3)nc2SC)cc1	11	28
COc1ccc(C(c2c(C)[nH][nH]c2=O)c2c(C)[nH][nH]c2=O)cc1Br	-4	9
Continued:
SMILES	TAG inh	TAG inh DAPI viability
O=c1nc(SCc2ccccc2Cl)nc(-c2ccc(Cl)cc2)[nH]1	-5	10
COc1ccc(C(=O)NCCCc2nc3ccccc3n2Cc2cc(C)ccc2C)cc1OC	17	-11
NC(=O)COc1ccc(/C=C2\C(=O)ON=C2c2ccccc2)cc1	-4	8
CCOc1ccccc1C(=O)N1CCN=C1SC	-22	8
CCCNC(=O)C1(CC2CC(c3ccccc3)=NO2)CCNCC1 (stereo not drawn)	-3	2
CCCCN1C(=S)NC[C@@H]1Cc1ccc(O)cc1	3	-3
COc1cc([N+](=O)[O-])c(N2CCOCC2)c([N+](=O)[O-])c1OC	1	-3
CCCn1c(SCC(=O)Nc2cc(Cl)ccc2Cl)n[nH]c1=O	-24	-6
CC1CCc2nn(CC(=O)Nc3ccc(F)cc3F)cc2C1 (stereo not drawn)	5	-6
Cc1ccc(S(=O)(=O)N2CCOCC2)cc1NC(=O)COC(=O)Cc1cccs1	6	-8
CN(C)C(=O)NC(NC(=S)Nc1ccccc1)C(Cl)(Cl)Cl (stereo not drawn)	1	4
CC(=O)C1=C(c2ccccc2)NC(=O)NC1c1ccc2c(c1)OCO2 (stereo not drawn)	-9	-4
Cc1ccccc1NC(=O)CCN1C(=O)c2ccccc2C1=O	2	4
O=C(Nc1ccc(F)cc1)c1ccc(Cn2cnnn2)cc1	7	-5
CCCCCn1c(SCC(=O)c2ccccc2)nc2cc(C(=O)NCc3ccco3)ccc2c1=O	16	-4
CC(C)n1cc(/C=C2/NC(=O)NC2=O)c2ccccc21	13	3
O=C(Nc1cccc(S(=O)(=O)N2CCOCC2)c1)C1CCCC1	15	0
C#CCNC(=O)C1=C[C@@H](C2CCCCC2)C[C@@H](OCCCCO)O1	-14	-12
CCN(CC)S(=O)(=O)c1ccc(C(=O)Nc2ccc3c(c2)OCO3)cc1	8	-10
c1cnc2ccc(C(c3nnnn3C3CCCCC3)N3CCN4CCCC4C3)cc2c1 (stereo not drawn)	3	4
O=C(/C=C/c1ccco1)NCC1CCCO1 (stereo not drawn)	9	-4
O=C(Cc1ccc(-c2ccccc2)cc1)OCC(=O)N1CCCC1=O	9	3
O=C(NCc1ccc(F)cc1)c1cc(C2CCCCN2C(=O)c2ccccc2)on1 (stereo not drawn)	0	0
CCN(CC)c1ccc(C(NC(C)=O)NC(C)=O)cc1	-4	13
O=C1C(C=NC2CC2)=C(O)c2ccccc21	-16	-3
The results go on:
SMILES	TAG inh	TAG inh DAPI viability
CCC(CC)NC(=O)COc1ccc(OC)cc1C=O	-6	-3
Cc1nc(C(F)(F)F)ccc1C(=O)N1CCC1(C)C(=O)NS(=O)(=O)c1ccc2c(c1)CCO2 (stereo not drawn)	-8	0
Cc1oc2ccc(OC(=O)COc3c(F)c(F)c(F)c(F)c3F)cc2c1C(=O)OC(C)C	0	5
COc1cc2c(cc1NC(=O)COC(=O)c1ccc(C(C)(C)C)cc1)oc1ccccc12	-6	21
O=C(Nc1ccccc1)Nc1ccccc1C(=O)NCc1ccccc1	14	8
CCOC(=O)C1CCN(C(=O)c2ccc(Cl)c(NC3=NC4CS(=O)(=O)CC4S3)c2)CC1 (stereo not drawn)	7	-6
N/C(=N\OC(=O)c1ccc(=O)n(Cc2ccccc2)c1)c1ccccn1	-4	-11
COc1ccc(CN(Cc2cccn2C)S(=O)(=O)c2cccc(C(F)(F)F)c2)cc1	-23	3
N#CCCn1cc(/C=C2\NC(=S)N(c3ccccc3)C2=O)c(-c2ccc(F)cc2)n1	7	-8
O=C(COc1ccccc1[N+](=O)[O-])NCCCN1CCCC1=O	-13	3
COC(=O)c1cc(OC)c(OC)cc1NC(=O)CCC1CCCC1	-4	12
COc1cccc(CCc2nnc(CCC(=O)N3CCCC3c3nccs3)o2)c1 (stereo not drawn)	21	-5
CCOC(=O)c1[nH]c2ccccc2c1N=C(C)N(CC)CC	4	8
Cc1ccc(C)c(NC(=O)CN(C)C(=O)C2CCN(S(=O)(=O)c3ccc4c(c3)OCCO4)CC2)c1	-11	3
CNc1ccccc1C(C)(C)c1cc(C)[nH]n1	5	-10
Nc1ccc(Cl)cc1/C(=N/O)c1ccccc1	-5	-14
COC(=O)c1ccc(NC(=O)C(OC)c2ccccc2)cc1 (stereo not drawn)	5	-12
O=C(Nc1ccc(F)cc1)NC1CCN(Cc2ccccc2)CC1	-6	10
CC(=O)Nc1c(Cl)c(Cl)c2c(c1Cl)C(=O)c1cc(Cl)ccc1-2	17	-6
CC(C)COc1ccc(C(=O)N/C(=C\c2cccc([N+](=O)[O-])c2)C(=O)O)cc1	-11	5
COc1ccc(N2C(=O)C3NN=C(C(=O)OCc4ccccc4)C3C2=O)cc1 (stereo not drawn)	-6	10
CCOC(=O)Cc1csc(NC(=O)CSc2nnnn2-c2ccc(C)cc2C)n1	-9	-3
Cc1ccc(S(=O)(=O)NCCC(=O)NNC(=O)C2COc3ccccc3O2)cc1 (stereo not drawn)	3	-9
O=C(O/N=C/c1cccc([N+](=O)[O-])c1)C1CC1	3	6
CCOc1ccccc1C(=O)N1CCC(C(=O)c2ccc(F)cc2)CC1	-5	6
New compounds follow:
SMILES	TAG inh	TAG inh DAPI viability
CCOC(=O)COc1ccc(C2CC(C)=NN2c2ccccc2)cc1 (stereo not drawn)	3	-1
O=C(CSc1nnc(-c2ccncc2)o1)NCc1ccc(Cl)cc1	5	-5
O=C(CCCOc1ccccc1)N1CCN(c2ccc(F)cc2)CC1	4	-10
O=C(Cn1c(-c2ccccn2)nc2ccccc21)N/N=C/c1cccnc1	1	-2
C/C(=N\NC(=O)c1c(Cl)c(C)nn1C)c1ccc(NC(=O)COc2ccc(Cl)cc2C)cc1	-11	11
Cc1ccc(NC(=O)c2ccc(S(=O)(=O)Nc3c(C)n(C)n(-c4ccccc4)c3=O)cc2)nc1	15	-2
CCOc1nc(NC2CCCCC2)nc(NC(C)(C)C)n1	-10	6
Cc1cc(C)c(C#N)c(SCCN2CCOCC2)n1	5	2
CCSC(C)CC1CC(=O)CC(=O)C1 (stereo not drawn)	-8	4

Among those listed so far, 14 have a Cl atom.
SMILES	TAG inh	TAG inh DAPI viability
O=C1CC(N2CCN(c3ccccc3Cl)CC2)C(=O)N1c1ccccc1 (stereo not drawn)	3	5
CN1CCN(S(=O)(=O)Cc2ccc(Cl)cc2)CC1	-1	-4
O=C(Nc1ccccc1N1CCOCC1)C1(c2ccc(Cl)cc2)CCC1	-11	6
Cn1cc(S(=O)(=O)Nc2ccc(F)c(Cl)c2)c(=O)n(C)c1=O	1	-7
Cc1ccc(C)c(NC(=O)c2ccccc2Sc2ccc([N+](=O)[O-])cc2Cl)c1	12	-5
COc1ccc(CCNCC2C(Oc3ccc(Cl)cc3)C(=O)N2c2ccccc2C)cc1OC (stereo not drawn)	-14	4
O=c1nc(SCc2ccccc2Cl)nc(-c2ccc(Cl)cc2)[nH]1	-5	10
CCCn1c(SCC(=O)Nc2cc(Cl)ccc2Cl)n[nH]c1=O	-24	-6
CN(C)C(=O)NC(NC(=S)Nc1ccccc1)C(Cl)(Cl)Cl (stereo not drawn)	1	4
CCOC(=O)C1CCN(C(=O)c2ccc(Cl)c(NC3=NC4CS(=O)(=O)CC4S3)c2)CC1 (stereo not drawn)	7	-6
Nc1ccc(Cl)cc1/C(=N/O)c1ccccc1	-5	-14
CC(=O)Nc1c(Cl)c(Cl)c2c(c1Cl)C(=O)c1cc(Cl)ccc1-2	17	-6
O=C(CSc1nnc(-c2ccncc2)o1)NCc1ccc(Cl)cc1	5	-5
C/C(=N\NC(=O)c1c(Cl)c(C)nn1C)c1ccc(NC(=O)COc2ccc(Cl)cc2C)cc1	-11	11
